From PubChem BioAssay
OPRM1-OPRD1 ag – agonists of human mu-delta opioid receptor heterodimerization | cells, OPRM1-OPRD1 heterodimerization, luminescence | actives 0.3% (n = 340,000) | P35372+P41143 | activation, % at 9.3 µM; in the data active means activation above about 18%;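 further: 0% = vehicle-treated cells and 100% = reference agonist; values of inactives mirror those of a sister screen read the other way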
DSG3 Ab inh – blocks pemphigus antibody binding to human desmoglein-3; P32926; DSG3-coupled beads, scFv-anti-DSG3-GFP binding, flow cytometry; hits give low values; binding (percent of control), % at 10 µM; actives 0.48% (n = 310,000); AID 588358;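 active means binding more than 3 SD below its plate's average and above zero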;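 further: hits lower antibody fragment binding to DSG3; some compounds called inactive have numbers as strong as hits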
DAGLB inhibitor – diacylglycerol lipase beta (human) inhibition; Q8NCG7; HEK293T DAGLB membrane lysate, EnzChek fluorogenic substrate; inhibition, % at 5.17 µM; actives 0.059% (n = 340,000); AID 504411; in the data active means inhibition above about 34%;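 further: 0% = enzyme with vehicle and 100% = wells lacking enzyme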
V-ATPase pH – regulators of yeast V-ATPase proton transport. S. cerevisiae, pHLuorin cytosolic pH fluorescence. response, % at 10 µM. actives 0.37% (n = 350,000). AID 504577; in the data active means response mostly above about 7.3%, no sharp cut-off; inactive means mostly below about 5.4%; further: actives read high; inactives centre near 0; some compounds called inactive have numbers as strong as hits; reference of the scale not given here
Arr AP2 block – blocks beta-arrestin peptide binding to AP2 adaptin | FITC-arrestin peptide / GST-AP2 beads, flow cytometry; AP2 beta2 appendage carries R879A mutation | inhibition, % at 10 µM | actives 0.31% (n = 340,000) | AID 504490;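 active means inhibition above a set limit, near 3 SD of compounds lacking own fluorescence, cut at about 54% in these data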;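 further: plate controls were DMSO wells for no effect and 5 µM unlabelled arrestin peptide for full effect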
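System: GST-AP2 R879A bound to glutathione beads, E. coli-expressed. Also added: 50 nM FITC-arrestin peptide. Schedule: compound with beads 12 min RT, then probe 1 h RT. Signal: bead flow cytometry, FITC channel. Read-out basis: percent response.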
HTR5A ag – counter-screen for OPRM1-OPRD1 agonists: human HTR5A agonism; actives 0.61% (n = 340,000); activation, % at 9.3 µM; P47898; HTR5A agonist assay, luminescence, cell-based; AID 504692; in the data active means activation mostly above about 9.5%, no sharp cut-off; inactive means mostly below about 7.6%;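 further: 0% = cells with vehicle only and 100% = reference agonist; strong numbers were not always called active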
Target sequence (P47898 whole entry, looked up): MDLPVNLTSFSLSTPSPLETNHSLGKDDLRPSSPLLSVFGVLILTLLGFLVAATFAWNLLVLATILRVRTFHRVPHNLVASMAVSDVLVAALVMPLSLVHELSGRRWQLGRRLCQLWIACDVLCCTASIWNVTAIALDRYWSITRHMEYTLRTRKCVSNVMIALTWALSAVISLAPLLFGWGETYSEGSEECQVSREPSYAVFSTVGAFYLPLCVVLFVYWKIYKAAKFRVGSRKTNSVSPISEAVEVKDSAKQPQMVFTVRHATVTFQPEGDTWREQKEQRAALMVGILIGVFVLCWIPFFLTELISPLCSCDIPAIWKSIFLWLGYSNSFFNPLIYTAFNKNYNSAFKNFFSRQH
MOR-DOR inv ag – inverse agonist of human OPRM1-OPRD1 heterodimerization; P35372+P41143; cell-based MOR-DOR heterodimer luminescence, inverse agonism; inhibition, % at 9.3 µM; actives 0.21% (n = 340,000); AID 504357; in the data active means inhibition above about 22%, passing the limit was not always enough;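 further: 0% = cells with DMSO and 100% = wells without cells with DMSO; values of inactives mirror those of a sister screen read the other way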
PKA-R2B activ – activates the human PKA-R2B holoenzyme complex | P22694+P31323 | PKA-R2B holoenzyme dissociation, Cy5-IP20 fluorescence polarization; R2B truncated from residue 108, S112A mutant; 0% DMSO only, 100% 113 µM cGMP | activation, % at 11.4 µM | actives 0.079% (n = 340,000);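 active means activation above a cutoff set at the mean over all compounds plus 3 SD, cut at about 18% in these data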;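 further: higher means more holoenzyme dissociation and a rise in polarization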
Target sequence (P31323 whole entry, looked up, other chains not shown, the tested form may be a part): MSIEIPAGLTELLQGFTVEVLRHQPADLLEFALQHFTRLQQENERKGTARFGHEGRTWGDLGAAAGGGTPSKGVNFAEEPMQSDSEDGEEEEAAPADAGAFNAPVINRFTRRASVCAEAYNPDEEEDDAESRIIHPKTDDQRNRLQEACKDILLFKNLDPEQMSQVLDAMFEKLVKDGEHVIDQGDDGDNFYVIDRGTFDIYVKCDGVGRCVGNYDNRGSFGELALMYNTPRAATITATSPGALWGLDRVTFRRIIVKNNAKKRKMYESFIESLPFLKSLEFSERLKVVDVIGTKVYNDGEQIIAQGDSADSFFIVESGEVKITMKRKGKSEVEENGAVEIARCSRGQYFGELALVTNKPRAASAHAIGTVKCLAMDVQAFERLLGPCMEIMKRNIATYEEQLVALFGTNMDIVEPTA
HTR5A inv ctr – counter-screen for OPRM1-OPRD1 inverse agonists: human HTR5A inverse agonism; P47898; HTR5A cell line, luminescence; inhibition, % at 9.3 µM; actives 0.083% (n = 340,000); in the data active means inhibition mostly above about 23%, no sharp cut-off; inactive means mostly below about 18%;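 further: 0% = cells with DMSO and 100% = no-cell wells with DMSO; some compounds called inactive have numbers as strong as hits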
PKA-R1A act – activates the PKA-R1A holoenzyme complex; PKA-R1A dissociation, Cy5-IP20 fluorescence polarization; scaled: DMSO 0%, 113 µM cGMP 100%; AID 504707; actives 0.083% (n = 340,000); activation, % at 11.4 µM;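 active means percent activation above the mean of all tested compounds plus 3 SD, cut at about 19% in these data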;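 further: higher means more PKAc released from R1A so a rise in polarization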
* marks the source's active call; other numbers are inactive results; . = no result given.

SMILES | OPRM1-OPRD1 ag | DSG3 Ab inh | DAGLB inhibitor | V-ATPase pH | Arr AP2 block | HTR5A ag | MOR-DOR inv ag | PKA-R2B activ | HTR5A inv ctr | PKA-R1A act
Cc1cccc(NC(=O)C2(C)CC3c4ccccc4C2c2ccccc23)c1C (configuration not stated) | -0.1 | 99 | -5 | -2 | -4 | -7 | 1 | 6 | 18 | -3
c1ccc(Oc2ccc(-n3cnnn3)cc2)cc1 | 3.7 | 97 | -2 | 2 | 9 | 3 | -20 | 4 | -41 | -9
Clc1cc2c(c(CSc3nc4ccccc4n4cccc34)c1)OCOC2 | -3.4 | 89 | -4 | -1 | 7 | -4 | 18 | 2 | 14 | -3
O=C(NC(c1ccccc1)c1ccccc1)c1ccc(S(=O)(=O)C(F)F)cc1 | -0.9 | 98 | -5 | 1 | 2 | 0 | 4 | -7 | 14 | -10
CS(=O)(=O)c1ccc2nc(NC(=O)CC3CCCC3)sc2c1 | -1.9 | 103 | 3 | . | -1 | -5 | 11 | 4 | 4 | -8
CC(=O)Nc1ccc(S(=O)(=O)N(C)CC(=O)N2CCN(C(=O)c3ccco3)CC2)cc1 | -2.8 | . | -2 | 2 | 0 | -3 | 14 | 1 | 12 | -8
Cc1ccc(C(=O)CCC(=O)N(C)CC(=O)Nc2ccccc2Br)cc1 | -1.4 | . | 0 | 1 | -12 | 0 | 8 | 7 | 4 | -5
Cc1ccc(NC(=O)CN2CCN(Cc3ccccc3)CC2)c(Br)c1 | 6.2 | 117 | -1 | 2 | 25 | 4 | -30 | 8 | -12 | 7
Cc1oc(-c2cccc(Cl)c2)nc1CSCC(=O)O | -1.4 | 100 | 0 | 2 | 3 | 6 | 7 | -6 | -17 | -6
COc1ccc(NC(=O)c2nc3ccccc3s2)cc1 | 0.8 | 95 | -8 | 0 | 4 | 2 | -4 | -18 | -4 | -3
Cc1c(C(=O)c2ccc(F)cc2F)c2ccccn2c1CCc1ccccn1 | . | 113 | -7 | 0 | . | . | . | 0 | . | -3
NC(=O)c1ccc(SCC(=O)OCC(=O)N2CCN(C(=O)c3ccco3)CC2)c([N+](=O)[O-])c1 | -2.8 | . | 2 | 5 | 18 | 5 | 14 | -3 | -14 | 0
Nc1ccc(-c2nc3c(Cl)c(N)ccc3[nH]2)cc1 | 1.4 | 98 | 0 | 4 | 42 | 3 | -8 | 1 | -33 | 17
Cc1ccc(-n2c(SCC(N)=O)nc3c(c2=O)C2(CCCC2)Cc2ccccc2-3)cc1 | 3.0 | 92 | 0 | 8 | 6 | -1 | -15 | -16 | 2 | 2
CC(=O)c1ccc(NC(=O)CCOc2cc(C)ccc2C)cc1 | -1.6 | 107 | -8 | 1 | 44 | -5 | 9 | 12 | 13 | -2
Cc1ccccc1C(=O)NC(=S)Nc1ccc(N2CCN(C(=O)c3ccccc3)CC2)cc1 | -0.8 | . | 2 | 0 | 5 | 0 | 4 | 4 | 11 | 9
CCCCCCc1ccc(OC(=O)c2ccncc2)cc1 | -1.1 | 102 | -6 | 1 | 3 | 2 | 5 | -5 | -9 | -7
c1ccc(-c2nnc(-c3ccncc3)o2)cc1 | 0.8 | 99 | 1 | -1 | 5 | 7 | -4 | 3 | -3 | 12
COc1cccc(-n2nnnc2SCC(=O)NCc2ccc3c(c2)OCO3)c1 | -3.8 | 130 | -2 | -2 | -1 | 1 | 17 | -6 | -32 | 3
COc1ccccc1CNC(=O)C(=O)NCC1CCCN1S(=O)(=O)c1cccs1 (configuration not stated) | 2.6 | 92 | 0 | -1 | -2 | 2 | -17 | -6 | -5 | -2
COc1ccc(-c2nc3ccccc3c(=O)n2-c2c(C)n(C)n(-c3ccccc3)c2=O)cc1 | -2.1 | 106 | -1 | -9 | 21 | -1 | 11 | 1 | -8 | -2
CCCOP(=O)(OCCC)C(Nc1cccc(C(F)(F)F)c1)c1ccc(C)cc1 (configuration not stated) | 2.8 | 103 | -7 | -4 | 5 | 1 | -15 | -2 | -4 | -8
Cc1[nH]c2ccccc2c1N=Nc1ccc(F)cc1 | -0.5 | 95 | 1 | -1 | 16 | -3 | 2 | -10 | 8 | -11
Cc1c(C)c2ccc(OCC(=O)Nc3ccccc3C(N)=O)cc2oc1=O | -0.1 | 99 | 1 | 0 | 1 | -2 | 0 | -1 | 2 | -2
Cc1c(NS(=O)(=O)c2cc(C(=O)OCC(=O)N3CCC(C)CC3)ccc2Cl)c(=O)n(-c2ccccc2)n1C | -1.8 | 115 | 1 | 4 | -12 | -1 | 9 | -6 | -7 | 0

In the list so far, four have a Cl atom:
SMILES | OPRM1-OPRD1 ag | DSG3 Ab inh | DAGLB inhibitor | V-ATPase pH | Arr AP2 block | HTR5A ag | MOR-DOR inv ag | PKA-R2B activ | HTR5A inv ctr | PKA-R1A act
Clc1cc2c(c(CSc3nc4ccccc4n4cccc34)c1)OCOC2 | -3.4 | 89 | -4 | -1 | 7 | -4 | 18 | 2 | 14 | -3
Cc1oc(-c2cccc(Cl)c2)nc1CSCC(=O)O | -1.4 | 100 | 0 | 2 | 3 | 6 | 7 | -6 | -17 | -6
Nc1ccc(-c2nc3c(Cl)c(N)ccc3[nH]2)cc1 | 1.4 | 98 | 0 | 4 | 42 | 3 | -8 | 1 | -33 | 17
Cc1c(NS(=O)(=O)c2cc(C(=O)OCC(=O)N3CCC(C)CC3)ccc2Cl)c(=O)n(-c2ccccc2)n1C | -1.8 | 115 | 1 | 4 | -12 | -1 | 9 | -6 | -7 | 0

Reformatted with tabs: 3 of the compounds above
structure	OPRM1-OPRD1 ag	DSG3 Ab inh	DAGLB inhibitor	V-ATPase pH	Arr AP2 block	HTR5A ag	MOR-DOR inv ag	PKA-R2B activ	HTR5A inv ctr	PKA-R1A act
CCCOP(=O)(OCCC)C(Nc1cccc(C(F)(F)F)c1)c1ccc(C)cc1 (configuration not stated)	2.8	103	-7	-4	5	1	-15	-2	-4	-8
COc1ccccc1CNC(=O)C(=O)NCC1CCCN1S(=O)(=O)c1cccs1 (configuration not stated)	2.6	92	0	-1	-2	2	-17	-6	-5	-2
Cc1ccccc1C(=O)NC(=S)Nc1ccc(N2CCN(C(=O)c3ccccc3)CC2)cc1	-0.8	.	2	0	5	0	4	4	11	9

The listing continues.
SMILES | OPRM1-OPRD1 ag | DSG3 Ab inh | DAGLB inhibitor | V-ATPase pH | Arr AP2 block | HTR5A ag | MOR-DOR inv ag | PKA-R2B activ | HTR5A inv ctr | PKA-R1A act
CCN(CC(=O)Nc1ccc(NC(C)=O)cc1)C(=O)/C=C/c1cn(-c2ccccc2)nc1-c1ccc(F)cc1 | 0.7 | 103 | -7 | 6 | 2 | 2 | -4 | 7 | -5 | 8
O=C(CSc1ccccc1)Nc1ccc(N2CCOCC2)cc1 | -0.5 | 96 | -5 | 1 | 8 | 4 | 2 | 3 | -15 | -11
CCc1cccc(C)c1NC(=O)c1ccoc1C | 0.8 | 107 | -1 | 0 | 29 | -5 | -5 | 2 | 12 | -18
CC(C)CC(NC(=O)C(Cc1ccc(OCc2ccccc2)cc1)NC(=O)OC(C)(C)C)C(N)=O (configuration not stated) | -0.7 | 99 | 0 | 2 | 4 | -1 | 4 | 2 | -18 | -4
CC1CCCN(S(=O)(=O)c2cccc([N+](=O)[O-])c2)C1 (configuration not stated) | 2.6 | 105 | -3 | 5 | 2 | 2 | -13 | 0 | -6 | 9
COC(=O)c1cc(S(=O)(=O)NCCc2ccc(Cl)cc2)c[nH]1 | -0.8 | 103 | -5 | -1 | 2 | -3 | 5 | -1 | 9 | -5
Cc1c(C(=O)NN)nn(-c2ccc(Cl)cc2)c(=O)c1C#N | 3.1 | 100 | 2 | 1 | 13 | 6 | -15 | -6 | -5 | 0
CSc1cccc(NS(=O)(=O)c2cccc3nsnc23)c1 | -2.2 | 101 | 0 | 0 | 0 | 1 | 13 | -7 | 12 | 3
O=C(COC(=O)c1cc(S(=O)(=O)N2CCOCC2)ccc1O)NCC1CCCO1 (configuration not stated) | 0.1 | 103 | 1 | 6 | 4 | -3 | -1 | -6 | -3 | 2
Cc1ccnc(NC(=O)CCC(=O)N(CC(=O)NCc2ccccc2)Cc2ccco2)c1 | -1.6 | 94 | 1 | -1 | 0 | 1 | 8 | -5 | -40 | 2
COc1ccccc1CNC(=O)C/C(C)=N/NC(=O)COc1ccc(C)cc1Br | 2.2 | 128 | -1 | 2 | 39 | 1 | -12 | 1 | -64 | 3
COc1ccc(CCNC(=O)c2ccc(-c3ccc([N+](=O)[O-])cc3Cl)o2)cc1 | 0.3 | 103 | -3 | -2 | 14 | 7 | -2 | 5 | -1 | -3
C=CCNC(=O)COC(=O)C1CCN(S(=O)(=O)c2ccc3c(c2)OCCO3)CC1 | -2.1 | 108 | 1 | 1 | 0 | 8 | 12 | 3 | -8 | -5
Nc1cc(-c2ccc(Br)cc2)[nH]n1 | 0.4 | 99 | 2 | 1 | 6 | 8 | -2 | -8 | 12 | 6
CC(=O)N1N=C(c2ccc(C)cc2)OC1c1ccc(C)cc1 (configuration not stated) | -1.2 | . | -1 | -5 | 15 | 1 | 6 | 14 | -4 | 3
Cc1ccc(C(=O)Nc2cccc(C(=O)NC3CCCCC3)c2)cc1 | -2.0 | 102 | -11 | 4 | 4 | 2 | 11 | -1 | 4 | -3
COc1ccc(NC(=O)c2ccc(F)c(F)c2)c2ccccc12 | 0.7 | 105 | -5 | 1 | 6 | 3 | -4 | 6 | -8 | 1
COc1ccc(C(=O)/C(=C/N(C)C)S(=O)(=O)c2ccccc2)cc1 | -3.4 | 108 | 0 | 2 | 7 | 1 | 18 | -3 | -2 | 3
C=CCN1C(=NC(=O)CC)SC2CS(=O)(=O)CC21 (configuration not stated) | 3.3 | 96 | -6 | 2 | 1 | 3 | -17 | -2 | -7 | -8
O=S(=O)(Nc1ccccc1N1CCCCC1)c1ccc(F)cc1F | 4.6 | 106 | -6 | 0 | 32 | 2 | -23 | 2 | -5 | -3
COc1ccc([N+](=O)[O-])cc1NC(=O)COC(C)=O | 0.0 | 93 | -1 | 0 | 10 | 2 | 0 | 6 | -15 | -10
COc1ccc(CNC(=O)COc2ccc(S(=O)(=O)N3CCCCC3)cc2)cc1 | 0.5 | 105 | 0 | 2 | 0 | -1 | -4 | -9 | 9 | -3
O=C(Nc1ccc(C(=O)N2CCOCC2)cc1)Nc1cccc(C(F)(F)F)c1 | -3.1 | 106 | 1 | -1 | -5 | 28* | 16 | 8 | -68 | 0
CCOc1ccccc1N(CC(=O)Nc1ccc(S(=O)(=O)N2CCOCC2)cc1)S(C)(=O)=O | 1.3 | 118 | -2 | 2 | 13 | 1 | -10 | -6 | -3 | 1
Cc1ccc(NC(c2ccccc2)c2nc3ccccc3[nH]c2=O)cc1 (configuration not stated) | 6.9 | 93 | 4 | -4 | -5 | -1 | -35 | 4 | -9 | -3
c1ccc(SCCN2CCc3ccccc3C2)cc1 | 2.0 | 84 | -19 | 3 | -6 | 4 | -13 | 12 | -11 | 6
